Wnt act: activates Wnt/beta-catenin signaling in a reporter cell assay | activator, plate reader | activation, % at 9.35 µM | 1.2% of 300,000 active | AID 743398; in the data active = activation above about 30%, passing the limit was not always enough;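 also: 0% = neutral control wells and 100% = positive control wells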
PvdQ inh: blocks Pseudomonas aeruginosa PvdQ acylase activity; AID 488965; 0.063% of 340,000 active; purified PvdQ acylase, fluorescence plate reader; inhibition, % at 10 µM; in the data active = inhibition above about 30%, passing the limit was not always enough;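 also: 0% = vehicle neutral wells and 100% = reference inhibitor wells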
SR-BI DiI inh: blocks mouse SR-BI lipid uptake from DiI-HDL | ldlA[mSR-BI] CHO cells, DiI-HDL uptake fluorescence, 3 h | inhibition, % at 12.5 µM | Q61009 | 0.96% of 320,000 active;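 active = mean replicate inhibition of at least 70% and a set share of replicates each scoring 70 or more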;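 also: 0% = median of neutral control wells and 100% = median of positive control wells; values of inactives mirror those of a sister screen read the other way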
dFosB activator: enhances mouse delta FosB homodimer DNA binding | 0.99% of 340,000 active | purified delta FosB, TAMRA-CDK5 oligo fluorescence polarization; percent of positive-control signal above neutral wells | P13346 | activation, % at 25 µM;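 active = mean activation above about 17%, with every replicate also reaching it, limit read from the data, passing the limit was not always enough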;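 also: fluorescence polarization rise as delta FosB binds a TAMRA Cdk5 AP-1 oligo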
Target sequence (P13346 whole entry, looked up): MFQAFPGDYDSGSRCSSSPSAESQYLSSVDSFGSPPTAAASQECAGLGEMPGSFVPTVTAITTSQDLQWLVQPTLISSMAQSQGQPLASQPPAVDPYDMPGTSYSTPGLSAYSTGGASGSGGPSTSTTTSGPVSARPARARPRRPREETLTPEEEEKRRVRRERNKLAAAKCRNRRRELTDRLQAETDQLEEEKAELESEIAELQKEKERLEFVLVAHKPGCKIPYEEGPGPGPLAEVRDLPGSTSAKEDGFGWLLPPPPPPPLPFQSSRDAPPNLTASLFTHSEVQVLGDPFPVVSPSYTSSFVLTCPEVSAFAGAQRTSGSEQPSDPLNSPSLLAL
NSD2 inh: NSD2 (human) methyltransferase inhibition. 0.54% of 310,000 active. O96028. AID 743445. NSD2 peptide methylation, AlphaScreen, 120 min. inhibition, % at 12.5 µM; in the data active = inhibition above about 50%
HTR5A ag ctr: HTR5A agonism, opioid heterodimer counter-screen. HTR5A agonist assay, luminescence, cell-based. activation, % at 9.3 µM. 0.61% of 340,000 active. AID 504692; in the data active = activation mostly above about 9.5%, no sharp cut-off; inactive = mostly below about 7.6%;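 also: 0% = cells with vehicle only and 100% = reference agonist; strong numbers were not always called active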
Target sequence (P47898 whole entry, looked up): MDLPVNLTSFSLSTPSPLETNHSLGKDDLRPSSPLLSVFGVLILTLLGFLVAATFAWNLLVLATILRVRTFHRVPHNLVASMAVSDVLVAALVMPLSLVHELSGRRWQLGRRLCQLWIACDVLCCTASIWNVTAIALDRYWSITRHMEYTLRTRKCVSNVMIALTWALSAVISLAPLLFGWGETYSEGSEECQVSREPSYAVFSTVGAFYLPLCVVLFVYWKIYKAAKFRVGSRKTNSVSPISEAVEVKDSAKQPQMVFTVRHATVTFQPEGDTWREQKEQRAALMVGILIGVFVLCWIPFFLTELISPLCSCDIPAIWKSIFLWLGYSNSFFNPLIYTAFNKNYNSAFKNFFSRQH
V-ATPase pHluor: alters yeast V-ATPase proton transport. 0.37% of 350,000 active. S. cerevisiae, pHLuorin cytosolic pH fluorescence. response, % at 10 µM; in the data active = response mostly above about 7.3%, no sharp cut-off; inactive = mostly below about 5.4%; also: actives read high; inactives centre near 0; some compounds called inactive have numbers as strong as hits; reference of the scale not given here
CDK5 p35 inh: CDK5/p35 (human) kinase inhibition; Q00535+Q15078; Recombinant CDK5/p35, ADP-Glo luminescence, 60 min; inhibition, % at 10 µM; 0.01% of 330,000 active;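 active = highest replicate inhibition of at least 50% and at least 75% of replicates reaching 50%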;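 also: plate controls were DMSO neutral control for no effect and GW8510 at 10 µM for full effect; many of its hits are not listed in these tables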
HTR5A inv ctr: inverse agonist of human HTR5A in OPRM1-OPRD1 counter-screen; HTR5A cell line, luminescence, inverse agonism; P47898; inhibition, % at 9.3 µM; 0.083% of 340,000 active; in the data active = inhibition mostly above about 23%, no sharp cut-off; inactive = mostly below about 18%;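 also: 0% = cells with DMSO and 100% = no-cell wells with DMSO; some compounds called inactive have numbers as strong as hits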
MITF TRPM1 HTS: increases MITF-driven TRPM1 promoter luciferase signal | SK-MEL-5 TRPM1-promoter luciferase, 24 h; % of positive control, neutral wells = 0 | activation, % at 12.5 µM | 0.75% of 300,000 active;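 active = mean activation of at least 80% with every replicate also reaching 80%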;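 also: 0% = neutral control wells and 100% = parthenolide positive control wells; values of inactives mirror those of a sister screen read the other way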
Active calls of the source: *; · = not tested or not shown.

SMILES	Wnt act	PvdQ inh	SR-BI DiI inh	dFosB activator	NSD2 inh	HTR5A ag ctr	V-ATPase pHluor	CDK5 p35 inh	HTR5A inv ctr	MITF TRPM1 HTS
CN1CCN(C(=O)COc2ccc3ccccc3c2)CC1	-2	12	·	-9	0	-2	6	0.6	-11	12
CS(=O)(=O)CCN1CC2CCCC(C2)C1	-4	-7	-31	0	0	2	-1	0.3	-9	-10
O=C1NC(=O)N(c2ccccc2)C(=O)/C1=C/c1ccc([N+](=O)[O-])s1	-8	-7	16	-9	73*	-1	102*	-1.9	4	-8
CCCCn1c(O)c(C=NCCN2CCCCC2)c(=O)[nH]c1=O	·	1	-22	2	4	2	-2	-0.1	-8	-5
CN1CCN(c2ccccc2N)CC1	0	9	·	3	0	-1	2	0.5	-6	5
CC[C@H]1CN2CCC1C[C@@H]2[C@@H](O)c1ccnc2ccc(OC)cc12 (stereo not given in full)	1	-11	-5	2	·	-2	-6	-1.8	-8	10
CC(=O)c1ccc(OCCCC(=O)Nc2ccc(Cl)c(S(=O)(=O)N3CCOCC3)c2)cc1	0	3	25	-5	-1	-4	0	0.6	14	-12
COC(=O)C1=C(c2ccc(F)cc2F)C[C@@H]2CC[C@H]1N2C(=O)N1CCC(O)CC1	-5	5	-8	5	·	7	2	-2.5	-14	2
CCOC(C(=O)OCCCN(CC)CC)(c1ccccc1)c1ccccc1	·	10	-14	-7	5	-13	-5	-0.2	28	0
CN(c1ccc(OCC(=O)N2CCN(C/C=C/c3ccccc3)CC2)cc1)S(=O)(=O)c1cccs1	-5	-9	41	-9	-1	0	5	-3.8	-1	-6
O=C1NC(=S)SC1=Cc1ccc(N(CCCl)CCCl)cc1	-3	18	13	-20	24	-2	5	0.5	7	12
COC(=O)CC(=O)c1ccc2c(c1)OCO2	-4	-15	-18	4	·	-2	2	1.0	-33	-13
Nc1ccccc1Cl	0	1	-8	-2	·	2	-4	-0.9	-10	3
CC(C)C1(C)N=C(c2ncccc2C(=O)O)NC1=O (stereo not given)	-1	6	-24	3	1	14	0	0.1	-11	-4
CC(=O)N1CC(=O)Nc2ccc(Br)cc2C1c1ccc(F)cc1 (stereo not given)	-1	3	-9	-1	0	-1	-3	0.3	2	-13
COC(=O)C1=C(c2cccc(C#N)c2)C[C@@H]2CC[C@H]1N2C(=O)NCc1cccc2ccccc12	-6	-1	17	-10	·	2	-1	0.5	9	-4
Clc1ccccc1Nc1ncnc(-n2cccc2)n1	·	-7	-30	-12	128*	0	1	-1.4	-27	·
COc1ccc(-n2c(O)c(/C=C3\C=Nc4ccc(Br)cc43)c(=O)[nH]c2=O)c(OC)c1	2	0	9	-11	34	-1	-3	-0.6	4	-1
COc1ccc(C2CN(C)CC2C(=O)c2ccc(C)cc2)cc1Cl (stereo not given)	-1	-14	-4	-10	10	2	1	0.0	-6	-9
O=C(Nc1ccc(Br)cc1)c1nn(C23CC4CC(CC(C4)C2)C3)cc1Br	·	-9	57	-3	-2	2	-2	-2.1	3	5

Complete entries, looked up by structure. Order of values: Wnt act	PvdQ inh	SR-BI DiI inh	dFosB activator	NSD2 inh	HTR5A ag ctr	V-ATPase pHluor	CDK5 p35 inh	HTR5A inv ctr	MITF TRPM1 HTS
CCOC(C(=O)OCCCN(CC)CC)(c1ccccc1)c1ccccc1 is listed as ·	10	-14	-7	5	-13	-5	-0.2	28	0
COc1ccc(-n2c(O)c(/C=C3\C=Nc4ccc(Br)cc43)c(=O)[nH]c2=O)c(OC)c1 is listed as 2	0	9	-11	34	-1	-3	-0.6	4	-1

Remaining list, next part:
SMILES	Wnt act	PvdQ inh	SR-BI DiI inh	dFosB activator	NSD2 inh	HTR5A ag ctr	V-ATPase pHluor	CDK5 p35 inh	HTR5A inv ctr	MITF TRPM1 HTS
Cc1ccc(N2C(=O)CC(=O)NC2=O)cc1Cl	-1	-2	-12	5	2	0	-1	-0.8	17	-5
Cc1cccc(N2C(=O)/C(=C/c3ccc(N4CCN(C)CC4)o3)C(=O)NC2=S)c1C	-2	17	-1	0	51*	3	2	-1.6	-41	4
CN1CCC2(CC1)N=C(c1ccc(F)cc1)C(=S)N2	-2	7	-22	-4	0	-2	1	1.2	18	2
COP(=O)(OC)C1(O)C(=O)Nc2ccc(Br)cc21 (stereo not given)	0	-15	-15	-6	0	9	2	1.7	12	-13
Cc1ccc(CN2CCC3CCC(C3)C2)c(O)c1 (stereo not given)	0	-11	-14	-2	-1	-4	-2	0.4	14	-3
CCN1CCN(C(=O)Cc2coc3cc(C)cc(C)c23)CC1	·	-7	17	0	8	-4	0	-0.2	11	8
CCN1C[C@]2(C)CC[C@H](O)[C@]34C1[C@H](C[C@H]23)[C@@]1(O)C[C@H](OC)[C@H]2C[C@@H]4[C@@H]1C2O (stereo not given in full)	-2	-4	0	0	·	-1	4	-1.9	8	8
O=P(c1ccccc1)(c1nc2ccccc2s1)N1CCOCC1 (stereo not given)	·	10	-16	-2	-2	7	-6	-0.1	-7	·
CCN(CC)C(=O)c1ccc(NC(=O)c2ccc(-n3cncn3)c([N+](=O)[O-])c2)cc1	0	5	4	-2	-4	-4	-1	0.9	2	-3
O=C(Cc1cccs1)N1CCC2(CC1)OCCO2	·	-8	-16	-7	-1	4	0	-2.5	-11	4
CCOC(=O)C1=Nc2ccccc2/C1=C\c1c(O)n(C)c(=O)n(C)c1=O	2	-16	26	-15	17	-3	-1	0.0	-12	·
Cc1ccsc1C(=O)C1CCCN(Cc2cccc(OCCO)c2)C1 (stereo not given)	6	-4	4	-4	3	-1	-4	2.0	-17	3
O=C(Cn1cc(C(=O)c2ccccc2)c2ccccc21)NCc1ccco1	4	-16	4	-1	-1	2	0	-6.9	-26	-5
Cc1cc(/C=C2\C(=O)NC(=O)N(c3ccc(F)cc3)C2=O)c(C)n1-c1cccc(C(=O)O)c1	-1	-15	-9	-5	21	·	2	-1.8	·	5
CC(=NCc1ccco1)c1c(O)n(C)c(=O)n(C)c1=O	·	-10	-18	4	1	2	-1	-4.6	9	-1
Cc1cc(C)cc(-n2c(C)cc(/C=C3\C(=O)NC(=O)N(C)C3=O)c2C)c1	0	17	25	-1	2	1	-1	-1.2	-5	-13
COC(=O)C1=C(c2ccc(OC(F)(F)F)cc2)C[C@@H]2CC[C@H]1N2C(=O)NCCOc1ccccc1	-3	16	7	-1	·	13	-3	0.0	-40	·
CCCCN1C(=O)/C(=C/c2ccc(N(C)C)cc2)C(=O)N(Cc2ccco2)C1=O	·	-8	-26	-3	-4	-2	0	-2.7	6	6
COc1ccc(NC(c2ccccc2)P(=O)(Oc2ccccc2)Oc2ccccc2)cc1 (stereo not given)	6	-20	-25	-11	1	1	-1	-0.8	-3	1
CN1CCN(c2cn[nH]c(=O)c2Cl)CC1	0	-11	-9	8	-7	1	-4	0.7	-2	-12

Some of these compounds in order of number of heavy atoms, smallest number first:
SMILES	Wnt act	PvdQ inh	SR-BI DiI inh	dFosB activator	NSD2 inh	HTR5A ag ctr	V-ATPase pHluor	CDK5 p35 inh	HTR5A inv ctr	MITF TRPM1 HTS
CN1CCN(c2cn[nH]c(=O)c2Cl)CC1	0	-11	-9	8	-7	1	-4	0.7	-2	-12
Cc1ccc(N2C(=O)CC(=O)NC2=O)cc1Cl	-1	-2	-12	5	2	0	-1	-0.8	17	-5
Cc1ccc(CN2CCC3CCC(C3)C2)c(O)c1 (stereo not given)	0	-11	-14	-2	-1	-4	-2	0.4	14	-3
CN1CCC2(CC1)N=C(c1ccc(F)cc1)C(=S)N2	-2	7	-22	-4	0	-2	1	1.2	18	2
CC(=NCc1ccco1)c1c(O)n(C)c(=O)n(C)c1=O	·	-10	-18	4	1	2	-1	-4.6	9	-1
O=P(c1ccccc1)(c1nc2ccccc2s1)N1CCOCC1 (stereo not given)	·	10	-16	-2	-2	7	-6	-0.1	-7	·
Cc1ccsc1C(=O)C1CCCN(Cc2cccc(OCCO)c2)C1 (stereo not given)	6	-4	4	-4	3	-1	-4	2.0	-17	3
Cc1cc(C)cc(-n2c(C)cc(/C=C3\C(=O)NC(=O)N(C)C3=O)c2C)c1	0	17	25	-1	2	1	-1	-1.2	-5	-13
CCN1C[C@]2(C)CC[C@H](O)[C@]34C1[C@H](C[C@H]23)[C@@]1(O)C[C@H](OC)[C@H]2C[C@@H]4[C@@H]1C2O (stereo not given in full)	-2	-4	0	0	·	-1	4	-1.9	8	8
CCCCN1C(=O)/C(=C/c2ccc(N(C)C)cc2)C(=O)N(Cc2ccco2)C1=O	·	-8	-26	-3	-4	-2	0	-2.7	6	6
Cc1cccc(N2C(=O)/C(=C/c3ccc(N4CCN(C)CC4)o3)C(=O)NC2=S)c1C	-2	17	-1	0	51*	3	2	-1.6	-41	4
COc1ccc(NC(c2ccccc2)P(=O)(Oc2ccccc2)Oc2ccccc2)cc1 (stereo not given)	6	-20	-25	-11	1	1	-1	-0.8	-3	1
COC(=O)C1=C(c2ccc(OC(F)(F)F)cc2)C[C@@H]2CC[C@H]1N2C(=O)NCCOc1ccccc1	-3	16	7	-1	·	13	-3	0.0	-40	·

Continued.
SMILES	Wnt act	PvdQ inh	SR-BI DiI inh	dFosB activator	NSD2 inh	HTR5A ag ctr	V-ATPase pHluor	CDK5 p35 inh	HTR5A inv ctr	MITF TRPM1 HTS
Cc1cc(C=O)c(C)n1C1CCCCC1	·	-8	-19	-8	5	1	·	1.1	-3	-2
O=c1[nH]c(CN2CC=C(c3ccccc3)CC2)nc2scc(-c3ccccc3)c12	1	-9	·	0	5	6	2	-0.4	-22	0
CN1CCN(c2ccc([N+](=O)[O-])c3no[n+]([O-])c23)CC1	-2	-7	-22	4	97*	-4	-3	2.9	13	-84
COc1ccc(C(=O)C2CCCN(Cc3ccon3)C2)cc1OC (stereo not given)	-3	0	1	-5	-2	-5	-3	-0.5	13	-4

Some of the compounds tested; count on the stated rates, not on these rows.
